LMNA splice mod = changes lamin A minigene splicing in HeLa cells | HeLa LMNA splicing GFP/RFP minigene ratio, 48 h | Potency, µM (series often up to 46.1 µM), inactives show top-dose ratio change, negative = inhibition, most hits filed as inhibitors | actives 0.01% (n = 200,000) | AID 1487; active = well fitted inhibition curve with a large enough effect in the signal ratio, with a control signal flat, not every such curve was filed as active; inconclusive = small, poorly fitted or top-dose-only effect, or effect the other way, or a change in a side signal; the % refers to the signal ratio
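S3 HeLa cells stably expressing lamin A-EGFP splicing minigene plus DsRed2, 600 cells/well, 48 h compound exposure at 37C. Laser-scanning cytometry; analysed as GFP (500-530 nm)/RFP (575-640 nm) total intensity ratio; 0.5% DMSO vehicle.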
* = called active by the depositor; ? = inconclusive; [ ] = dose if it differs, or a comment. % is set by controls: 0 for no effect and ±100 for the full control effect; potency is the fitted concentration of half-maximal effect.

SMILES,LMNA splice mod
Cc1nc2ccn(Cc3cccs3)c(=O)c2cc1C(=O)N1CCN(c2ccccc2F)CC1,?
Cc1nn(-c2ccc(N3CCOCC3)nn2)c(C)c1CCC(=O)Nc1ccc(F)cc1F,-1.0%[46 µM]
COc1cc(C(=O)OCc2cc(=O)n3nc(C(C)C)sc3n2)cc(OC)c1OC,-13.1%[46 µM]
CCc1ccc(NC(=O)CN2CCSc3ccc(S(=O)(=O)N4CCCC4)cc32)cc1,3.2%[46 µM]
CCOCCCN(Cc1ccco1)S(=O)(=O)c1cc2c(cc1C)NC(=O)CO2,5.2%[46 µM]
COc1ccc(CCNC(=O)c2c(C)oc3ncnc(N4CCOCC4)c23)c(OC)c1,-1.0%[46 µM]
Cc1ccc(-c2cc(C(=O)N3CCN(S(=O)(=O)c4ccc(Br)cc4)CC3)[nH]n2)cc1C,?
Cc1ccc2c(c1)N(C(=O)N1CCC(C(=O)NCc3cccc(Br)c3)CC1)CCO2,-17.1%[46 µM]
COc1ccc(NC(=O)C(C)n2nc(-c3ccc(C)c(C)c3)ccc2=O)cc1OC (stereo unspecified),1.6%[46 µM]
Cc1ccc(OCC(=O)NCC(=O)OCc2cc(=O)n3nc(C(C)C)sc3n2)cc1,1.3%[46 µM]

Additional entries follow.
SMILES,LMNA splice mod
COc1ccc(S(=O)(=O)NCC(c2ccco2)S(=O)(=O)c2cccs2)cc1C (stereo unspecified),-3.9%[46 µM]
O=C1COc2cc(S(=O)(=O)NCc3ccco3)c(Cl)cc2N1,-5.3%[46 µM]
CCc1ccccc1NC(=O)COCc1cc(-c2ccco2)on1,-1.6%[46 µM]
CSc1ncc(C(=O)Nc2ccccc2C(=O)c2ccccc2)c(C)n1,3.7%[46 µM]
CCOc1ccc(C2c3[nH]c4ccccc4c3CCN2C(=O)CSc2ccccc2)cc1 (stereo unspecified),?
CCOc1cc2[nH]c(=O)n(Cc3ccc(C(=O)N4CCN(c5ccccc5)CC4)cc3)c(=O)c2cc1OCC,?
O=C(/C=C/c1ccccc1)N1CCN(Cc2cc(=O)n3nc(-c4ccccc4F)sc3n2)CC1,-8.9%[46 µM]
CCCNC(=O)Cn1nc(-c2ccc(C)cc2)c2cnc3ccc(CC)cc3c21,?
Cc1ccc(C)c(NC(=O)CSc2nnc(-c3cc4occc4n3C)n2-c2ccccc2C)c1,?
CCCCNC(=O)CSc1nc2ccccc2nc1Cc1ccc(C)cc1,?

Further structures follow.
SMILES,LMNA splice mod
CC(=O)N1CCC2(CC1)OC(=O)C(C)=C2C(=O)Nc1cccc(Cl)c1C,6.5%[46 µM]
COc1ccc(C2=C(C)C(=O)N(Cc3ccc(C(=O)Nc4cccc(F)c4)cc3)S2(=O)=O)cc1,-6.6%[46 µM]
COc1cccc(-n2cc(C(=O)Nc3ccccc3C(N)=O)c3ccccc3c2=O)c1,-8.1%[46 µM]
Cc1oc2ncn(CC(C)C)c(=O)c2c1C(=O)N1CCN(c2cccc(C(F)(F)F)c2)CC1,-4.1%[46 µM]
COc1cccc(NC(=O)CSc2nnc(-c3cccs3)o2)c1,-6.9%[46 µM]
CC(C)(C)C(=O)Nc1ccc2nc(SCc3ccccc3)sc2c1,?
O=C(Cn1c(-c2cccs2)cc2cc(F)ccc21)NCCCN1CCN(c2ccc(F)cc2)CC1,19.0%[46 µM]
O=C(CCC(=O)N1Cc2ccccc2Oc2ncccc21)NCc1ccccc1Cl,-0.2%[46 µM]
Fc1ccc(-n2ncc3c(NCCCN4CCOCC4)ncnc32)cc1,4.9%[46 µM]
COc1ccccc1-c1c(C)nn2c(N3CCN(c4ccc(F)cc4)CC3)cc(C)nc12,?

Further entries
SMILES,LMNA splice mod
Cc1ccc(-n2nc(C(=O)Nc3ccc(C)c(F)c3)c(=O)n(C)c2=O)cc1,-5.0%[46 µM]
CCOC(=O)C(Cc1c[nH]c2ccccc12)NC(=O)COc1ccc(Cl)cc1 (stereo unspecified),?
Cc1oc(-c2ccc(C(=O)NCc3ccccc3)cc2)nc1CN1CCc2ccccc21,-2.5%[46 µM]
COc1cccc(CNC(=O)c2ccc3c(c2)nc2n3CCOC2)c1,?
COc1ccc(OC)c(NC(=O)Cn2ccn(-c3ccc(OC)c(OC)c3)c(=O)c2=O)c1,-10.0%[46 µM]
COc1ccccc1N1CCN(C(=O)c2cc3c(=O)n(Cc4cccnc4)ccc3nc2C)CC1,-4.9%[46 µM]
O=C(Cn1c(=O)c2cccn2c2ccc(F)cc21)NCc1cccc(Cl)c1,-16.4%[46 µM]
O=C(c1ccc2c(c1)OCCO2)N(Cc1cccnc1)c1nc2ccc(F)cc2s1,?
O=C(Nc1nnc2n1CCS2)c1ccccc1,30.0%[46 µM]
O=C(Cn1cc(C(=O)c2ccncc2)c(=O)c2cc(F)ccc21)Nc1ccc(Cl)cc1,-17.3%[46 µM]

Next section.
SMILES,LMNA splice mod
CCc1ccccc1NCc1nnc2n1CCCCC2,17.2%[46 µM]
CN(C)c1ccc(C(=O)Nc2sc(Nc3ccccc3)nc2C(N)=O)cc1,?
CCOc1ccc(-n2c(C)nc3cc(C(=O)NCCC4=CCCCC4)ccc32)cc1,-5.6%[46 µM]
CCCNC(=O)Cn1c(=O)cc(C)c2c(C)nn(-c3cccc(F)c3)c21,17.3%[46 µM]
Cc1cccc(NC(=O)N2CCC(CN3CCOCC3)CC2)c1C,-7.5%[46 µM]
CCCCOc1cccc(C(=O)N(Cc2ccc(Br)o2)C2CCS(=O)(=O)C2)c1 (stereo unspecified),16.9%[46 µM]
O=C(c1cccs1)N1CCCc2cc(NS(=O)(=O)c3ccc(Br)cc3)ccc21,?
Cc1cccc(N(C)C(=O)c2cc(S(=O)(=O)N3CCCC3)cn2C)c1,7.7%[46 µM]
Cc1cccc(C)c1OCC(=O)N1CCC(c2nc3ccccc3o2)CC1,?
Cc1ccccc1NC(=O)CSc1nc(-c2ccccc2)cn1-c1ccccc1F,-3.1%[46 µM]

(more compounds)
SMILES,LMNA splice mod
CN1CCN(CCNC(=O)c2cnn(-c3ccc(Cl)cc3)c2C2CCN(C(=O)OC(C)(C)C)CC2)CC1,?
COc1ccccc1CNC(=O)c1cc(Sc2cccc(Cl)c2)nc2ccccc12,-28.7%[46 µM]
Cc1cc(-c2ccc(C)c(S(=O)(=O)NCc3ccc(Cl)cc3)c2)on1,?
CCc1c(C)sc2c1CCN(C(=O)Nc1cc(C)ccc1OC)C2c1ccc(F)cc1 (stereo unspecified),?
O=C(NC1CCCC1)c1ccc2c(c1)N(Cc1ccc(F)cc1)C(=O)c1ccccc1S2,?
CNC(=O)c1c(NC(=O)c2ccc(S(=O)(=O)N3CCCC(C)C3)cc2)sc2c1CCC2 (stereo unspecified),18.1%[46 µM]
Cc1oc2ncn(CC(C)C)c(=O)c2c1C(=O)Nc1cc(F)ccc1F,-5.1%[46 µM]
CC(C)(C)NC(=O)c1oc2ccccc2c1NC(=O)c1ccc(F)cc1,-8.6%[46 µM]
Cc1ccc(CNC(=O)Cn2cc(S(=O)(=O)Cc3cccc(Cl)c3)c3ccccc32)cc1,12.8%[46 µM]
Cc1cccc(CN2C(=O)c3ccccc3Sc3ccc(C(=O)N4CCCC4)cc32)c1,-14.6%[46 µM]

Overlap with the part before: 4 entries; new compounds follow.
SMILES,LMNA splice mod
Cc1oc2ncn(CC(C)C)c(=O)c2c1C(=O)Nc1cc(F)ccc1F,-5.1%[46 µM]
CC(C)(C)NC(=O)c1oc2ccccc2c1NC(=O)c1ccc(F)cc1,-8.6%[46 µM]
Cc1ccc(CNC(=O)Cn2cc(S(=O)(=O)Cc3cccc(Cl)c3)c3ccccc32)cc1,12.8%[46 µM]
Cc1cccc(CN2C(=O)c3ccccc3Sc3ccc(C(=O)N4CCCC4)cc32)c1,-14.6%[46 µM]
Cc1ccc(-c2nc(CNC(=O)NC3CCCCC3)c(C)o2)cc1,9.9%[46 µM]
CCOC(=O)c1ccc2[nH]c(CSc3nnc(-c4cccc(F)c4)n3C)cc(=O)c2c1,?
CC(C)CC(C(=O)NCC1CCN(Cc2ccc(F)cc2)CC1)N1Cc2ccccc2C1=O (stereo unspecified),10.2%[46 µM]
COc1cc(CN2CCc3nc(N4CCN(c5ncccn5)CC4)ncc3C2)cc(OC)c1OC,-1.5%[46 µM]
CCOC(=O)c1cc(-c2ccccc2)n(CCCC(=O)Nc2cccc(C)c2C)c1C,?
CCc1ccc(-n2c(=O)c3c(C)c(C(=O)N(C)C)sc3n(Cc3cccc(C)c3)c2=O)cc1,9.8%[46 µM]
COc1cc(NC(=O)C(Cc2ccccc2)NS(=O)(=O)c2cccs2)cc(OC)c1 (stereo unspecified),-11.3%[46 µM]
COc1ccc(C(=O)CCC(=O)Nc2cc(C)ccc2C)cc1,?
COc1ccc(-c2ccc(=O)n(CC(=O)Nc3ccc(C)cc3C)n2)cc1,?
Cc1cccc(CNC(=O)c2ccc3oc(=O)n(Cc4ccccc4)c3c2)c1,-2.9%[46 µM]

Gathered by group: those above containing a tert-butyl group (3)
SMILES,LMNA splice mod
CC(C)(C)C(=O)Nc1ccc2nc(SCc3ccccc3)sc2c1,?
CN1CCN(CCNC(=O)c2cnn(-c3ccc(Cl)cc3)c2C2CCN(C(=O)OC(C)(C)C)CC2)CC1,?
CC(C)(C)NC(=O)c1oc2ccccc2c1NC(=O)c1ccc(F)cc1,-8.6%[46 µM]

Next part:
SMILES,LMNA splice mod
CCOc1ccc(NC(=O)c2c(NCc3cccs3)sc3c2CCC(C)C3)cc1 (stereo unspecified),?
Cc1ccc(N(CC(=O)NCC(C)c2ccccc2)S(=O)(=O)N(C)C)cc1 (stereo unspecified),-1.9%[46 µM]
CC(=O)c1ccc(N2CCN(C(=O)CS(=O)(=O)c3cccc4nsnc34)CC2)cc1,10.4%[46 µM]
COc1ccccc1CNc1nc(-c2ccco2)nn1S(=O)(=O)c1ccc2ccccc2c1,0.6%[46 µM]
COc1ccc(C(=O)Nc2ccc(-n3nncc3-c3ccccc3)cc2)cc1OC,-14.1%[46 µM]
O=C(NCc1cccs1)c1ccc(Cn2c(SCc3cccc(F)c3)nc3cccnc32)cc1,?
CC1=C(C(=O)Nc2ccc(C)cc2)C(c2ccc(Cl)cc2)n2nnnc2N1 (stereo unspecified),?
COc1cc(NC(=O)Cn2ccn(-c3cc(C)cc(C)c3)c(=O)c2=O)cc(OC)c1,7.1%[46 µM]
CCOc1ccc(CCNC(=O)CN2C(=O)c3cccnc3Oc3ccc(Cl)cc32)cc1,?
CC(=O)Nc1ccc(NS(=O)(=O)c2c(C(=O)N3CCCCCC3)c(C)n(C)c2C)cc1,0.7%[46 µM]

Further structures follow.
SMILES,LMNA splice mod
COc1ccc(-c2nc(SCc3cc(=O)c4cc(C)ccc4[nH]3)n[nH]2)cc1,5.1%[46 µM]
CCOc1cc2[nH]c(=O)n(CCCCC(=O)N3CCN(c4ccc(OC)cc4)CC3)c(=O)c2cc1OCC,?
Cc1cc(S(=O)(=O)C(CNC(=O)COc2ccccc2)c2cccs2)ccc1F (stereo unspecified),-4.9%[46 µM]
Cc1ccc(N2C(=O)CSC23C(=O)N(CC(=O)Nc2ccc(C(C)C)cc2)c2ccccc23)cc1C (stereo unspecified),7.3%[46 µM]
CCOc1ccc(NC(=O)c2cnn3c2NC(c2ccccc2)=CC3c2cccc(OC)c2OC)cc1 (stereo unspecified),?
O=C(/C=C/c1ccco1)Nc1ccc(F)cc1,-5.6%[46 µM]
Cn1nnc2c(NCc3ccccc3)ncnc21,15.3%[46 µM]
Cn1c(=O)oc2cc(S(=O)(=O)CCC(=O)N3CCN(c4ccccc4)CC3)ccc21,2.8%[46 µM]
CSc1ncc(C(=O)NCc2ccccc2F)c(-c2ccccc2)n1,4.2%[46 µM]
O=C(Nc1ccc(F)cc1)C1CCN(S(=O)(=O)c2ccc3c(c2)CCCN3C(=O)C2CCC2)CC1,0.2%[46 µM]

(list continues)
SMILES,LMNA splice mod
COCCn1c(C)cc(O)c(C(c2ccccc2)N2CCN(c3ccccc3F)CC2)c1=O (stereo unspecified),?
CN(C)c1ccc(CNC(=O)c2cnc3sc(N4CCCCCC4)nn3c2=O)cc1,-16.4%[46 µM]
CC(=O)Nc1ccc(C(=O)CSc2nnc3ccc4ccccc4n23)cc1,24.8%[46 µM]
O=C(CSCc1ccccc1Cl)NCc1ccc(Cl)c(Cl)c1,?
Cc1cc2c(n1-c1ccc(C(=O)NCc3ccccc3Cl)cc1)CCCC2,-5.0%[46 µM]
O=C(c1ccccc1F)N1c2ncnn2C2(CCCCC2)[C@@H]2CCCC[C@@H]21,?
Cc1ccc(CNCc2ccc3c(c2)n(C)c(=O)n3C)cc1,?
CCCOc1ccc(CNC(=O)C(NS(=O)(=O)c2cccs2)C(C)C)cc1 (stereo unspecified),7.5%[46 µM]
Cc1cccc(C(=O)NCC(=O)OCc2cc(=O)n3nc(C)sc3n2)c1,?
Cc1ccc(C(=O)Nc2c(C)nc3ccccn3c2=O)cc1,7.9%[46 µM]

The list continues:
SMILES,LMNA splice mod
Cc1ccc(C(=O)N2CCCCC2)cc1NC(=O)c1nsc2ccccc12,5.9%[46 µM]
CSc1ccc(CNC(=O)CCc2c(C)nn(-c3ccc(N4CCCC4)nn3)c2C)cc1,?
COc1ccc(S(=O)(=O)N2CCN(Cc3nc4ccc(C)cc4o3)CC2)cc1Cl,-15.8%[46 µM]
CCOC(=O)c1ccc(NS(=O)(=O)c2ccc3[nH]c4c(c3c2)CCCCC4)cc1,?
Cc1c(C(=O)NCCc2ccc(Cl)cc2)sc2nc3n(c(=O)c12)CCCC3,11.0%[46 µM]
O=C(COc1ccc(Cl)cc1)Nc1ccc(O)c(-c2nc3ccccc3s2)c1,?

Only part of the results is shown; count on the stated rates, not on these rows.
